# Pf Dd2 inh: P. falciparum Dd2 growth inhibition | SYBR Green, 72 h; hits give low values | activity change, % at 10 µM | 2.3% of 94,000 active | AID 1159554; in the data active = activity change below about -80%; inconclusive = no clear call, values can overlap the other calls
# GASC1 inh: KDM4C (human) demethylase inhibition; Q9H3R0; inhibition, % at 12.5 µM; 0.15% of 96,000 active; AID 720574; GST-KDM4C 2-372, H3K9me3 peptide, LANCE TR-FRET;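 active = mean replicate inhibition above about 25%, with at least 55% of replicates also reaching it, limit read from the data, passing the limit was not always enough; inconclusive = only one of those two conditions met; inactive = neither condition met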
# Target sequence (Q9H3R0 2-372 limits assumed): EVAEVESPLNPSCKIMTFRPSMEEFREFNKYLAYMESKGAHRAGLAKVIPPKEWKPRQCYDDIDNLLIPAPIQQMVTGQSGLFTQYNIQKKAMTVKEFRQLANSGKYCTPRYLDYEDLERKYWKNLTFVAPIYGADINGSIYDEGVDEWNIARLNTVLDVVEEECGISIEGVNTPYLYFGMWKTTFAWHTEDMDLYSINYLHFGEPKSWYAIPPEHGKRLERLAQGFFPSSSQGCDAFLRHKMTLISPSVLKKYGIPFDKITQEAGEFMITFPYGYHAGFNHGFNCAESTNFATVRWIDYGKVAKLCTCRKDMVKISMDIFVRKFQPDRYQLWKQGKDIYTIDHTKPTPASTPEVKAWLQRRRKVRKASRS
#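 reagent = H3K9me3 peptide substrate, Fe(II), 2-oxoglutarate | system = GST-tagged GASC-1 (JMJD2C) catalytic fragment, aa 2-372 | amount = enzyme final amount 10 nM | read-out = Fall in 671/618 emission ratio as inhibition | medium = HEPES buffer, pH 7.5, plus ascorbate | schedule = 30 min reaction, 60 min detection, RT | measured by = LANCE TR-FRET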
# Tcruzi prolif: T. cruzi proliferation inhibition; T. cruzi beta-gal in NIH3T3, GalScreen luminescence, 90 h; inhibition, % at 8.34 µM; 5.9% of 77,000 active; AID 624255;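 active = mean inhibition above about 93%, with at least 55% of replicates each passing it, limit read from the data, passing the limit was not always enough; inconclusive = only one of those two conditions holds; inactive = neither condition holds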
# C diff HTS: blocks growth of Clostridium difficile; growth activity, negative = inhibition, % at 16 µg/mL (by protocol); Clostridium difficile clinical isolate growth, OD600, 24 h; hits give low values; 0.25% of 86,000 active;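 active = mean growth activity at or below -80% and every replicate also at or below -80%; inconclusive = mean at or below -80% but some replicate above -80%; inactive = mean growth activity above -80%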;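 also: 0% = DMSO wells and -100% = levofloxacin 16 µg/mL wells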
# * = called active by the depositor; ? = inconclusive; / = no result given; & = joins results of further samples.
# Value order: Tcruzi prolif	C diff HTS	Pf Dd2 inh	GASC1 inh
CO[C@H]1CN(C)C(=O)c2cc(NC(C)=O)ccc2OC[C@H](C)N(Cc2cccc(F)c2)C[C@H]1C
  -20.6	-0.3	-38.0	1.0
COc1ccc(S(=O)(=O)Nc2cccc3c2O[C@@H](CN(C)S(=O)(=O)c2ccc(C)cc2)[C@H](C)CN([C@@H](C)CO)C3=O)cc1
  30.9	-14.0	2.9	2.4
C[C@@H]1CCCCO[C@@H](CN(C)S(C)(=O)=O)[C@@H](C)CN([C@H](C)CO)C(=O)c2cc(NC(=O)CCCN(C)C)ccc2O1
  3.9	-0.8	/	0.5
O=C(C[C@H]1CC[C@@H](NC(=O)c2ccccc2)[C@H](CO)O1)Nc1ccc(-c2ccccc2)cc1
  18.7	/	13.6	-0.8
COc1cccc(CNC(=O)[C@H]2[C@H](CO)[C@H]3Cn4c(cccc4=O)[C@@H]2N3C(=O)C2CCCCC2)c1
  157.3*	2.6	/	-1.5
O=C(NC1CCCCC1)[C@H]1N[C@H]2c3ccc(-c4cccc(F)c4)c(=O)n3C[C@H]2[C@@H]1CO
  -5.3	4.6	/	0.3
CO[C@@H]1CN(C)C(=O)c2ccc(NC(=O)Nc3ccccc3)cc2OC[C@@H](C)N(C(=O)CC2CC2)C[C@H]1C
  4.5	/	-48.1	-0.2
CCCC(=O)Nc1ccc2c(c1)C(=O)N(C)[C@H]1CC[C@@H](CC(=O)NCC3CC3)O[C@H]1CO2
  10.2	-1.7	16.5	1.6
CCCC#Cc1cnc2c(c1)C(=O)N([C@@H](C)CO)C[C@H](C)[C@@H](CN(C)CCC)O2
  78.4	5.6	-56.1	-1.8
C[C@H]1CN([C@@H](C)CO)C(=O)Cc2cc(NC(=O)CCC(F)(F)F)ccc2O[C@H]1CN(C)Cc1ccc(C(F)(F)F)cc1
  67.3	26.1	-7.8	14.5
COc1cccc(-c2ccc([C@H]3[C@@H](CO)N4C(=O)CN(C(=O)C5CCCC5)C[C@@H]34)cc2)c1
  /	4.0	-22.4	0.7
C[C@@H]1CN([C@@H](C)CO)C(=O)c2cccc(NC(=O)Nc3ccc(F)cc3)c2O[C@@H]1CN(C)Cc1ccc2c(c1)OCO2
  -47.5	14.4	-16.4	-1.1
C[C@H]1CN([C@@H](C)CO)C(=O)c2cc(NS(=O)(=O)c3ccccc3)ccc2O[C@H]1CN(C)Cc1ccncc1
  53.1	6.0	2.8	0.6
C[C@H](CO)N1C[C@H](C)[C@@H](CN(C)S(=O)(=O)c2ccc(F)cc2)Oc2ccc(NC(=O)Cc3cn(C)c4ccccc34)cc2CC1=O
  50.0	-0.4	-17.2	0.9
C[C@@H]1CCCCO[C@H](CN(C)CC2CCCCC2)[C@@H](C)CN([C@H](C)CO)C(=O)c2cc(NC(=O)C3CCCCC3)ccc2O1
  66.5	11.0	-26.6	-1.1
O=C(C[C@@H]1C[C@H]2c3cc(NC(=O)c4ccc5c(c4)OCO5)ccc3O[C@H]2[C@H](CO)O1)NCc1cccc(F)c1
  73.6	2.5	-63.6	1.2
CC(=O)N1CC(=O)N2[C@H](CO)[C@@H](c3ccc(C#CC(C)C)cc3)[C@H]2C1
  /	-12.3	26.5	-0.6
O=C(C1CCCCC1)N1C[C@H]2[C@@H](c3ccccc31)[C@H](CO)N2C(=O)c1ccccc1
  -13.4	-9.1	10.4	0.2
CO[C@@H]1CN(C)C(=O)c2ccc(NS(C)(=O)=O)cc2OC[C@H](C)N(C)C[C@H]1C
  -20.9	-1.0	12.7	0.5
COc1ccccc1NC(=O)N1C[C@@H]2[C@H](c3ccccc31)[C@H](CO)N2C(=O)c1ccccc1
  72.9	0.6	12.7	-2.4

# Full records, looked up by structure.
# Results for COc1ccccc1NC(=O)N1C[C@@H]2[C@H](c3ccccc31)[C@H](CO)N2C(=O)c1ccccc1 : Tcruzi prolif = 72.9; C diff HTS = 0.6; Pf Dd2 inh = 12.7; GASC1 inh = -2.4
# Results for C[C@H](CO)N1C[C@H](C)[C@@H](CN(C)S(=O)(=O)c2ccc(F)cc2)Oc2ccc(NC(=O)Cc3cn(C)c4ccccc34)cc2CC1=O : Tcruzi prolif = 50.0; C diff HTS = -0.4; Pf Dd2 inh = -17.2; GASC1 inh = 0.9

# Remaining list, next part.
# Value order: Tcruzi prolif	C diff HTS	Pf Dd2 inh	GASC1 inh
C[C@H](CO)N1C[C@H](C)[C@H](CN(C)Cc2ccc3c(c2)OCO3)Oc2ccc(NC(=O)Cc3cn(C)c4ccccc34)cc2C1=O
  /	-0.2	-17.6	-5.6
COc1ccc2c3c([nH]c2c1)[C@H](CO)N(C(=O)CC1CC1)CC31CN(C(=O)CC2CC2)C1
  /	-7.5	-56.1	-0.6
Cc1ccc(S(=O)(=O)Nc2ccc3c(c2)C(=O)N([C@H](C)CO)C[C@@H](C)[C@H](CN(C)C(=O)Cc2ccccc2)OCCCC[C@@H](C)O3)cc1
  96.6*	/	-32.1	0.2
N#Cc1ccc(-c2ccc3c(c2)[C@@H]2[C@@H](CCN2C(=O)Cc2ccccc2)[C@@H](CO)N3)cc1
  98.5*	-0.3	-59.7	0.6
COc1ccc(S(=O)(=O)N(C)C[C@H]2Oc3ccc(NC(=O)CCC(F)(F)F)cc3C(=O)N([C@@H](C)CO)C[C@@H]2C)cc1
  /	1.8	-1.7	0.6
Cc1ccccc1-c1cnc2c(c1)C(=O)N([C@H](C)CO)C[C@H](C)[C@@H](CN(C)C(=O)c1ccccc1)O2
  -10.2	-4.5	-20.7	-2.1
CN1C(=O)c2cc(NS(=O)(=O)c3ccc(F)cc3)ccc2OC[C@H]2O[C@@H](CC(=O)O)CC[C@@H]21
  57.2	-8.8	1.4	-0.5
Cn1cnc(S(=O)(=O)N[C@H]2C=C[C@@H](CC(=O)Nc3ccccc3)O[C@@H]2CO)c1
  /	-1.8	/	-0.1
COc1ccc(S(=O)(=O)N(C)C[C@H]2Oc3c(NS(C)(=O)=O)cccc3C(=O)N([C@H](C)CO)C[C@H]2C)cc1
  -17.1	-3.7	8.0	0.3
CO[C@H]1CN(C)C(=O)c2ccc(NS(=O)(=O)c3cn(C)cn3)cc2OC[C@H](C)N(C)C[C@H]1C
  58.6	/	1.4	-0.5
CO[C@H]1CN(C)C(=O)c2ccc(NC(=O)C3CCC3)cc2OC[C@@H](C)N(Cc2cccnc2)C[C@H]1C
  68.5	/	/	0.8
CN1CCN(C(=O)C[C@H]2CC[C@@H]3[C@H](COc4ccc(NC(=O)c5cscn5)cc4C(=O)N3C)O2)CC1
  -32.0	5.6	-4.2	0.6
O=C(NCC(F)(F)F)[C@@H]1[C@@H](CO)[C@@H]2Cn3c(ccc(-c4cccnc4)c3=O)[C@H]1N2Cc1ccccc1
  59.3	0.7	/	1.3
CN(C)CCCNC(=O)[C@@H]1[C@@H](CO)[C@@H]2Cn3c(ccc(-c4ccncc4)c3=O)[C@H]1N2C(=O)CC1CC1
  21.6	-4.1	6.4	2.1
C[C@@H]1CN([C@@H](C)CO)C(=O)Cc2cc(NC(=O)Nc3ccc4c(c3)OCO4)ccc2O[C@@H]1CN(C)Cc1ccc(-c2ccccc2)cc1
  52.8	12.5	-1.1	-3.4
COC(=O)C[C@H]1CC[C@@H]2[C@H](COc3ccc(NC(=O)Nc4cc(C)cc(C)c4)cc3C(=O)N2C)O1
  51.4	-2.1	/	-0.9
O=C(CCN1CCCCC1)N[C@H]1CC[C@@H](CCn2cc(-c3ccccc3)nn2)O[C@H]1CO
  -4.8	2.3	12.2	0.6
CN1CCN(C(=O)C[C@@H]2CC[C@H]3[C@H](COc4ccc(NC(=O)C5CCCC5)cc4C(=O)N3C)O2)CC1
  /	3.1	25.4	6.7
Cc1nn(C)cc1NC(=O)C[C@H]1CC[C@H]2[C@H](COc3ccc(NC(=O)C4CCOCC4)cc3C(=O)N2C)O1
  -13.1	-7.2	/	9.0
C[C@@H]1CN([C@@H](C)CO)C(=O)c2cccc(NC(=O)c3cnccn3)c2O[C@H]1CN(C)C(=O)Nc1ccc(C(F)(F)F)cc1
  28.9	-0.9	-28.1	0.0
C[C@@H]1CCCCO[C@@H](CN(C)S(=O)(=O)c2ccc(Cl)cc2)[C@@H](C)CN([C@@H](C)CO)C(=O)c2cc(NC(=O)C3CCCCC3)ccc2O1
  108.3*	1.3	-80.9*	-0.9
CCCNC(=O)[C@@H]1[C@@H](CO)[C@@H]2Cn3c(ccc(C4=CCCCC4)c3=O)[C@H]1N2CCC
  41.4	-0.8	8.5	0.0
COc1cccc(NC(=O)N(C)C[C@H]2Oc3ncc(C#Cc4ccccc4)cc3C(=O)N([C@@H](C)CO)C[C@H]2C)c1
  ?	8.6	-37.1	/
C[C@@H]1CN([C@H](C)CO)C(=O)c2cc(/C=C/c3ccccc3)cnc2O[C@@H]1CN(C)S(=O)(=O)c1cccs1
  /	-17.7	-57.5	-5.3
COc1ccccc1NC(=O)N1C[C@H](O)COC[C@@H]2O[C@@H](CC(=O)NCc3ccccc3)CC[C@H]21
  -105.3	2.4&0.4	10.7	-2.3
COc1ccc(S(=O)(=O)N(C)C[C@@H]2Oc3ccc(NC(=O)Nc4ccccc4)cc3C(=O)N([C@@H](C)CO)C[C@H]2C)cc1
  13.0	1.5	17.0	-3.9
O=C(C1CCCCC1)N1CC(=O)N2[C@H](CO)[C@@H](c3ccc(Br)cc3)[C@H]2C1
  /	10.3	-6.0	-1.1
COc1ccc(NC(=O)N(C)C[C@@H]2OCCCC[C@H](C)Oc3ccc(NS(=O)(=O)c4cccs4)cc3C(=O)N([C@H](C)CO)C[C@H]2C)cc1
  -0.1	-5.5	-28.5	1.1
CNC[C@H]1Oc2ccc(NS(=O)(=O)c3ccccc3)cc2C(=O)N([C@H](C)CO)C[C@@H]1C
  /	0.5	5.6	0.0
C[C@H]1CN([C@@H](C)CO)C(=O)CCCn2nncc2CO[C@@H]1CN(C)C(=O)OCc1ccccc1
  -41.7	-0.6	-11.9	0.5
C[C@@H]1CCCCO[C@H](CN(C)C(=O)Nc2ccccc2)[C@H](C)CN([C@@H](C)CO)C(=O)c2cc(NS(C)(=O)=O)ccc2O1
  9.8	0.4	-12.5	0.1
C[C@H](CO)N1C[C@H](C)[C@@H](CN(C)Cc2ccccn2)Oc2ncc(C#C[C@@H](C)O)cc2C1=O
  -7.6	-2.5	19.4	1.7
CC(=O)N(C)C[C@H]1Oc2ncc(C#CC3(O)CCCC3)cc2C(=O)N([C@@H](C)CO)C[C@@H]1C
  20.6	-1.7	-18.3	-0.7
C[C@@H]1CCCCO[C@H](CN(C)Cc2ccc3c(c2)OCO3)[C@@H](C)CN([C@@H](C)CO)C(=O)c2cc(NS(=O)(=O)c3ccccc3)ccc2O1
  /	/	-51.0	0.1
C/C=C/c1ccc([C@H]2[C@@H](CO)N(C(=O)CC)[C@@H]2CNCC2CCCC2)cc1
  /	0.5	-71.2	1.1
CCC(=O)N1C[C@H](C)[C@H](OC)CN(C)C(=O)c2cc(NC(=O)CC(F)(F)F)ccc2OC[C@@H]1C
  /	-5.5	-5.9	0.0
CNC(=O)C[C@@H]1CC[C@H]2[C@@H](COC[C@H](O)CN2Cc2ccc(C(F)(F)F)cc2)O1
  /	36.9&-4.5	14.3	-1.4
COc1cccc(NC(=O)C[C@@H]2CC[C@@H]3[C@H](COc4ccc(NC(=O)C5CC5)cc4C(=O)N3C)O2)c1
  22.3	-1.1	-6.6	4.3
Cc1ccc(S(=O)(=O)N2C[C@H](O)COC[C@H]3O[C@H](CC(=O)NCCCN(C)C)CC[C@@H]32)cc1
  -16.8	/	-1.0	2.1
O=C(N[C@H]1C=C[C@H](CC(=O)N2CCC(Cc3ccccc3)CC2)O[C@H]1CO)c1cnccn1
  -18.0	-4.9	6.3	-0.3
C[C@@H]1CN([C@H](C)CO)C(=O)c2cc(-c3cccc(F)c3)cnc2O[C@H]1CN(C)C(=O)c1ccccn1
  -8.5	0.7	16.3	0.5
CCC(=O)N1C[C@@H]2[C@H](c3ccccc31)[C@@H](CO)N2Cc1ccccc1Cl
  5.2	-2.0	-3.7	-3.2
COCC(=O)Nc1ccc2c(c1)C(=O)N(C)[C@H]1CC[C@@H](CC(=O)NCC3CC3)O[C@H]1CO2
  4.8	3.5	10.8	2.5
COc1ccc(S(=O)(=O)N(C)C[C@@H]2Oc3c(NC(=O)Nc4cccc5ccccc45)cccc3C(=O)N([C@@H](C)CO)C[C@@H]2C)cc1
  109.0*	6.7	-47.8	0.0
C[C@@H]1CCCCO[C@@H](CN(C)CC2CCCCC2)[C@@H](C)CN([C@H](C)CO)C(=O)c2cc(NC(=O)c3ccncc3)ccc2O1
  69.2	/	9.8	-1.0

# High-throughput results from PubChem BioAssay.
